Assay outcomes deposited in PubChem BioAssay by several laboratories.
SRC2 inh – inhibition of GAL4-SRC2 driven luciferase reporter, primary screen, SRC2 inhibitor project, cell-based, luminescence; HEK293 GAL4-SRC2 luciferase reporter; inhibition, % at 9 µM; 370,000 tested, 0.17% active; AID 651957, 2012;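 active = inhibition above the mean inhibition of all tested compounds plus 3 SD, set per campaign, cut at about 52% in these data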;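 also: 0% = DMSO treated cells and 100% = cells given Gossypol at 36 µM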
m5-HT2A agonist – mouse Htr2a agonists via beta-arrestin recruitment, primary screen, cell-based, luminescence; 5-hydroxytryptamine receptor 2A (Mus musculus), P35363; CHO-K1 mHTR2A beta-arrestin complementation; percent of 30 µM serotonin response; activation, % at 7.6 µM; 360,000 tested, 0.66% active; AID 624169, 2012;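 active = activation above a run cutoff, the mean activation of all tested compounds plus 3 SD, cut at about 14% in these data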;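 also: 0% = plate median of compound wells and 100% = 30 µM serotonin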
MC4R barr agon – MC4R agonists recruiting beta-arrestin, primary screen, cell-based, luminescence, agonist arm of biased-ligand search; Melanocortin receptor 4 (Homo sapiens), P32245; U2OS MC4R beta-arrestin complementation; percent of melanotan II response, DMSO zero; activation, % at 8.9 µM; 360,000 tested, 0.98% active;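 active = activation above a per-plate cutoff, the mean activation of sample wells on that plate plus 3 SD, cut at about 8% in these data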
TLR9-MyD88 block – inhibitors of TLR9-MyD88 association in cells, primary screen, cell-based, CHO, BLA complementation, fluorescence; Toll-like receptor 9 (Homo sapiens) + Myeloid differentiation primary response protein …; CCF4 FRET ratio; inhibition, % at 4.98 µM; 340,000 tested, 0.21% active;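 active = inhibition above the mean over all tested compounds plus 3 SD, cut at about 21% in these data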;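 also: 0% = DMSO only wells and 100% = clavulanate BLA inhibitor control wells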
H9c2 protect – cardioprotection against H2O2-induced cell death, primary screen, uHTS, H9c2 cells, ATPLite luminescence | H9c2 cardiomyocytes, H2O2 injury protection, 2 h | protection from H2O2 cell death, % at 20 µM | 360,000 tested, 0.63% active;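 active = compounds giving at least 50% protection of heart cells from peroxide-induced death in the single-dose screen, raw or plate-pattern-corrected value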;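 also: 0% = DMSO wells with peroxide and 100% = DMSO wells without peroxide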
MC4R antag cAMP – MC4R antagonists of cAMP signaling, primary screen, cell-based, TR-FRET, antagonist arm of biased-ligand search; Melanocortin receptor 4 (Homo sapiens), P32245; MC4R-expressing cells, MTII-stimulated cAMP, LANCE TR-FRET; inhibition, % at 6.5 µM; 360,000 tested, 0.48% active; AID 540295, 2011;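 active = inhibition above its plate's cutoff, the mean of tested wells on that plate plus 3 SD, cut at about 29% in these data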;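 also: 0% = Melanotan II alone and 100% = Melanotan II plus saturating MCL0020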
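Assay system: human MC4R-expressing U2OS cells; reagent: Melanotan II stimulation of cells; dosing: 6.5 µM single dose; timing: compound 30 min, challenge 1 h, detection 1 h; signal: TR-FRET cAMP assay; replicates: one well per compound, no replicates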
ABHD5-PLIN5 inh – ABHD5-PLIN5 interaction inhibitors, primary screen, cell lysate, split luciferase complementation, luminescence | Perilipin-5 (Homo sapiens) + 1-acylglycerol-3-phosphate O-acyltransferase ABHD5 (Homo … | Split G. princeps luciferase complementation, 4 h | inhibition, % at 4 µM | 360,000 tested, 0.78% active | AID 602281, 2012;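 active = inhibition above the mean inhibition across every tested compound plus 3 SD, cut at about 22% in these data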;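 also: 0% = DMSO only wells and the 100% control is not disclosed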
ABCB6 inh 2 – ABCB6 transporter inhibitors, primary screen, K562-ABCB6 cells, flow cytometry, MLPCN library. ATP-binding cassette sub-family B member 6 (Homo sapiens), Q9NP58. K562-ABCB6 porphyrin accumulation, 1 h; active compounds read low. fluorescence ratio to DMSO, % at 10 µM. 360,000 tested, 0.19% active. AID 602162, 2011;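 active = fluorescence ratio to DMSO below 75%, the collection mean minus 3 SD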;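 also: signal is porphyrin accumulated inside mitochondria; 100% equals median channel fluorescence of DMSO control wells; lower ratio means ABCB6 inhibition with less porphyrin fluorescence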
Target sequence (Q9NP58 whole entry, looked up): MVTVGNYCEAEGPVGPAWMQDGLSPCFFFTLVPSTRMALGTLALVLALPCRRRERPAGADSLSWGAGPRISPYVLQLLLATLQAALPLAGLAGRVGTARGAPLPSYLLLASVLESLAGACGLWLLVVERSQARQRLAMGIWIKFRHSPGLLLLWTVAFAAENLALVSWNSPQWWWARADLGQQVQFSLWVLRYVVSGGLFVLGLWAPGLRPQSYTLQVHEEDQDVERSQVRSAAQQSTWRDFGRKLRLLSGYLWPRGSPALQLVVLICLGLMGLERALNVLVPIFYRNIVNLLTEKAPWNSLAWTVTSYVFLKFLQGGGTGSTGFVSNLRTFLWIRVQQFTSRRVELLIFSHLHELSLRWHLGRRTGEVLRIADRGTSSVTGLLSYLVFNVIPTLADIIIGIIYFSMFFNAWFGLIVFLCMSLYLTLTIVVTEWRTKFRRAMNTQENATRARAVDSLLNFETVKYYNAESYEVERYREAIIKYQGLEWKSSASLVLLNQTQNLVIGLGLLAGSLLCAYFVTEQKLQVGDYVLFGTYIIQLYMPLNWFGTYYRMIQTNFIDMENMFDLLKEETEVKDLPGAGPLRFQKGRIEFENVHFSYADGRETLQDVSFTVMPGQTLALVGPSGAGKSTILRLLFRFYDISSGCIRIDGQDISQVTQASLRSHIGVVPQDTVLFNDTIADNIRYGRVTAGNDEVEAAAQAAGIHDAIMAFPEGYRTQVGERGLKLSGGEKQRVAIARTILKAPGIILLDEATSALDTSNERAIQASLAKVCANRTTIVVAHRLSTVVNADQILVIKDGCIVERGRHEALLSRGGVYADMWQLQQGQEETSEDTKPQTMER
NOD2-RIPK2 inh – NOD2-RIPK2 binding disruptors in cells, primary screen, fluorescence, CHO cells, BLA complementation; CCF4 ratio; inhibition, % at 4.98 µM; 360,000 tested, 0.38% active; in the data active = inhibition above about 21%;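 also: 0% = vehicle only and 100% = reference blocker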
Glyco luc inh – increase of ERlucT glycosylation luciferase signal, primary screen, N-linked glycosylation inhibitor project, D54 ERlucT cells, luminescence, set 2; D54 ERlucT glycosylation luciferase reporter, 24 h; percent of 100 nM tunicamycin response; reporter increase, % at 12.5 µM; 360,000 tested, 0.23% active; AID 588692, 2011;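 active = mean luciferase reporter signal, scaled so untreated is 0 and the glycosylation-blocking control 100, at or above a set limit in every replicate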;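 also: luciferase carries N-glycosylation sites so blocking glycosylation raises the light; 0% = median of neutral control wells and 100% = median of 100 nM tunicamycin wells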
An asterisk follows results filed as active; · = not tested or not shown. The list is partial; count on the stated rates, not on these rows.

# | SMILES | H9c2 protect | ABHD5-PLIN5 inh | NOD2-RIPK2 inh | MC4R antag cAMP | MC4R barr agon | SRC2 inh | TLR9-MyD88 block | m5-HT2A agonist | ABCB6 inh 2 | Glyco luc inh
1 | CCC1CO/C(=C(\C(=C(Cl)Cl)N2CCOCC2)[N+](=O)[O-])N1 (stereo not given) | -5.5 | -5.6 | 8.0 | -4.2 | -2.1 | 12.9 | 0.2 | -0.2 | 95.0 | 0.7
2 | O=C(CNC(=O)c1ccccc1F)N/N=C/c1ccco1 | -0.6 | 6.9 | -5.5 | -5.2 | -1.4 | -16.9 | 4.1 | 5.3 | 98.0 | 1.1
3 | O=C(CCn1c(=O)sc2ccccc21)NCc1ccccc1 | 2.5 | 0.4 | -8.3 | 2.1 | -0.5 | -19.0 | 1.3 | 2.2 | 100.0 | -0.5
4 | O=C(Nc1ccc(Cl)cc1)N1CCOC12CCC1(CC2)OCCO1 | 2.2 | 0.1 | -9.6 | 1.2 | -1.4 | -8.2 | -5.4 | 7.0 | 96.0 | 0.2
5 | O=C(O)c1ccccc1CSc1nc2ccccc2o1 | -4.3 | -3.0 | -5.6 | 2.9 | -1.1 | -36.4 | -11.9 | 3.6 | 91.0 | -4.5
6 | OC1CCCN(C(=S)Nc2ccc(SC(F)F)cc2)C1 (stereo not given) | -7.6 | -10.1 | 2.6 | 5.5 | -0.6 | -19.1 | 9.4 | -1.2 | 96.0 | -0.5
7 | CCOC(=O)N1CCN(S(=O)(=O)c2ccc(C)cc2)CC1 | 4.8 | -4.5 | -11.1 | 8.3 | 1.8 | 4.1 | -4.6 | 0.4 | 103.0 | -1.6
8 | C[C@@H](c1ccccc1)N1C[C@H](COCc2ccccc2)Oc2cc(N3CCC[C@H]3CO)ccc2S1(=O)=O | · | -7.9 | 2.0 | · | · | 7.4 | · | -0.2 | 97.0 | ·
9 | C=CCNC(=S)NNC(=O)c1ccc(C)c(Cl)c1 | 3.4 | 0.0 | -7.2 | -8.3 | 0.6 | -10.0 | -2.8 | 1.5 | 98.0 | 1.7
10 | Cc1cccc2nc(CSc3nc4cc([N+](=O)[O-])ccc4s3)cn12 | -5.4 | 6.3 | -6.1 | 5.3 | -0.6 | 1.3 | -14.3 | 1.5 | 94.0 | -1.1
11 | Cc1ccc(-n2ncc3c2ncn2c(C)nnc32)cc1C | -1.3 | -6.9 | -16.7 | -0.4 | -1.0 | -25.7 | 6.2 | 3.2 | 101.0 | -4.4
12 | COc1ccc(CCNC(=O)C(=O)NCC2OCCN2S(=O)(=O)c2ccc(Cl)cc2)cc1 (stereo not given) | 0.4 | -2.4 | -18.5 | 2.8 | 0.6 | 18.5 | 5.7 | 9.8 | 96.0 | -3.7
13 | Cc1ccc(NC(=O)CCC(=O)N2CCOCC2)nc1 | 1.5 | -1.5 | -2.6 | 2.7 | -0.3 | -42.9 | 3.0 | 0.2 | 102.0 | 0.2
14 | Cn1c(=O)c2c(nc(NCCCO)n2Cc2cccc(Br)c2)n(C)c1=O | 1.6 | 0.0 | 1.9 | 6.7 | -1.4 | 22.1 | -4.5 | 0.6 | 99.0 | 4.2
15 | CCCn1cnc2c(SCc3ccc(Cl)cc3)nc(N)nc21 | -9.0 | -0.9 | -8.3 | -8.5 | 0.0 | -49.5 | 2.5 | -8.4 | 96.0 | 2.1
16 | CC1CCN(C(=O)c2scc3c2OCCO3)CC1 | -2.3 | -1.4 | -4.0 | 1.4 | -1.5 | 21.4 | -2.9 | -3.7 | 85.0 | -4.2
17 | CN(NC(=O)Nc1ccc(Cl)cc1)c1ncc(C(F)(F)F)cc1Cl | -11.1 | -2.0 | 0.6 | 7.4 | 1.2 | -13.5 | -6.2 | 7.8 | 95.0 | 1.5
18 | Cc1ccc(NC(=O)c2ccc(S(=O)(=O)N(C)c3ccccc3)cc2)cc1S(=O)(=O)N1CCOCC1 | -5.2 | -1.1 | -1.5 | 7.3 | -2.8 | 12.2 | -13.8 | 2.5 | 92.0 | -5.3
19 | Cc1c(OCc2ccccc2)c(=O)ccn1Cc1ccc(F)cc1 | -15.8 | -2.2 | 7.9 | 9.6 | -0.9 | 3.0 | -2.8 | -8.6 | 99.0 | -4.6
20 | CCN1C(=O)C2(C(C(=O)c3cc4ccccc4o3)=C(O)C(=O)N2CCCN2CCOCC2)c2ccccc21 (stereo not given) | 1.6 | 3.3 | 2.3 | 41.9* | -1.5 | -11.0 | 0.2 | -5.4 | 98.0 | -0.1
21 | C=CCC[C@@H](CCCCC)OC(=O)/C=C/[C@@H](O)[C@H](O)C[C@H](O)CC=C | · | -8.6 | 7.8 | · | · | -8.1 | · | 1.9 | 98.0 | ·
22 | Cc1ccc(-c2cn3c(=S)[nH]nc3s2)cc1 | -9.4 | -0.1 | 0.0 | 18.3 | 1.1 | 23.2 | -1.8 | 1.9 | 101.0 | 0.1
23 | CC(C)(NS(=O)(=O)OCC(Cl)(Cl)Cl)c1ccccc1 | 1.4 | -3.6 | 0.7 | 5.2 | 2.4 | -25.0 | -2.8 | -6.6 | 98.0 | -0.9
24 | Cc1ccc(C)c(SCC(=O)Nc2cccc(S(=O)(=O)N3CCOCC3)c2)c1 | 1.1 | 11.9 | -3.1 | 4.9 | -1.4 | -18.0 | -5.6 | 5.1 | 94.0 | -3.5
25 | COc1ccccc1C1C(C(=O)c2sc(C)nc2C)=C(O)C(=O)N1CCN1CCOCC1 (stereo not given) | -1.7 | -3.4 | -13.5 | -1.9 | -1.1 | -29.7 | 2.0 | 3.6 | 98.0 | -0.1
26 | Cc1ccc(NC(=O)c2cnc(SCC(=O)NCC3CCCO3)n(C)c2=O)cc1C (stereo not given) | -8.3 | 6.0 | -6.2 | 24.1 | -3.4 | -3.1 | -6.6 | -0.9 | 97.0 | 15.7
27 | NS(=O)(=O)c1ccc(NC(=O)c2ccc3c(c2)CCN3S(=O)(=O)c2ccccc2)cc1 | -3.2 | -6.4 | -17.2 | 1.8 | -2.4 | 20.4 | -3.4 | 4.0 | 94.0 | -4.6
28 | CN1CCN(c2ccc(S(=O)(=O)N3CCCCC3)cc2NC(=O)Cc2ccccc2F)CC1 | 0.3 | 7.8 | -12.6 | -1.0 | -1.5 | -3.8 | 7.8 | -3.8 | 88.0 | -2.5
29 | O=c1cc(CSc2nnc(-c3cccs3)n2Cc2ccccc2)nc2sc3ccccc3n12 | -15.5 | 2.4 | 0.1 | 16.3 | 1.1 | 28.5 | -7.3 | 2.6 | 89.0 | -2.5
30 | O=C(/C=C/c1ccccc1)NC(=S)NNC(=O)c1cccnc1 | -7.0 | 2.0 | 8.0 | 7.3 | -1.2 | -51.7 | -9.4 | 1.2 | 96.0 | ·
31 | O=C(Nc1ccc(S(=O)(=O)N2CCCC2)cc1)c1cncc(Br)c1 | -9.6 | -4.3 | -6.0 | -6.3 | -2.5 | 0.9 | 0.1 | -3.4 | 93.0 | -1.4
32 | O=C(N/C(=C\c1ccccc1)C(=O)N1CCN(CCO)CC1)c1ccccc1 | -0.7 | 1.2 | 4.5 | -1.9 | -2.1 | -6.9 | -7.0 | 5.3 | 103.0 | 1.0
33 | CCOC(=O)C1=C(c2ccccc2)N=c2s/c(=C\c3ccc(O)cc3)c(=O)n2C1c1cccs1 (stereo not given) | 8.2 | -16.1 | 24.9* | 4.3 | -4.2 | 4.7 | -4.7 | -1.4 | 229.0 | -3.4
34 | COc1cc2c(cc1OC)C(=S)NC(C)(C)C2 | -2.1 | 3.0 | -2.6 | -3.0 | 0.3 | -2.2 | 2.9 | 3.0 | 97.0 | -1.9
35 | CC(C)N(C(=O)[C@H]1C[C@H](CC(=O)NCCCN(C)C)C(=O)N2CCc3c([nH]c4cc(-c5ccco5)ccc34)[C@]12C)C(C)C | 3.2 | 19.2 | -3.9 | 14.6 | 0.6 | -16.5 | -0.8 | 2.3 | 100.0 | -4.8
36 | Cc1ccc(NC(=O)CSc2nnc(C)n2CC2CCCO2)cc1 (stereo not given) | 5.8 | 8.8 | 5.3 | 1.9 | 1.7 | -30.4 | -5.0 | 6.7 | 87.0 | -0.4
37 | COc1cccc(CNC(=O)CCCn2nc(C)n3c(cc4sccc43)c2=O)c1 | 6.9 | 2.3 | -6.4 | 0.7 | -0.6 | 11.8 | 0.5 | -3.3 | 100.0 | -1.1
38 | Cc1c(C#N)c(NC(=O)CCl)n(Cc2cccs2)c1C | -11.2 | -3.8 | 1.6 | 13.7 | -3.5 | 24.8 | -1.1 | -0.3 | 105.0 | 2.7
39 | Cc1[nH]nc(Nc2ccc(Br)cc2)c1[N+](=O)[O-] | -13.1 | 2.5 | -1.0 | 9.9 | -2.2 | -38.2 | -4.5 | 6.4 | 97.0 | -4.9
40 | COc1ccc(OC)c(CN2CCC(CNC(=O)Nc3cccc(Cl)c3)CC2)c1 | -5.4 | -1.4 | 8.4 | 8.8 | 0.2 | 26.1 | 4.9 | -1.0 | 97.0 | -4.8
41 | COc1ccc(S(=O)(=O)NCCc2c[nH]c3ccccc23)cc1OC | 1.3 | -1.3 | 7.1 | 0.2 | -0.6 | 3.6 | -5.0 | -0.7 | 95.0 | -0.2
42 | Cc1ccc(-c2csc(NNC(=O)c3ccccc3)n2)cc1 | 13.2 | -12.1 | -6.0 | -3.1 | -0.3 | 9.9 | -6.3 | -2.8 | 97.0 | -1.1
43 | CCc1nnc(NC(=O)c2ccc(S(=O)(=O)N(CC)CC)cc2)s1 | 12.0 | -1.8 | -4.4 | -2.5 | 1.3 | -55.2 | 2.5 | 1.9 | 99.0 | 1.4
44 | Cc1oc(-c2ccc(C(F)(F)F)cc2)nc1CN(Cc1ccccn1)C[C@@H]1CCC(=O)N1 | -2.2 | 4.9 | -10.3 | 0.3 | -0.4 | -14.9 | -7.3 | -4.6 | 102.0 | -1.3
45 | Nc1ccccc1C#Cc1ccc([N+](=O)[O-])cc1 | -9.5 | 7.2 | 26.0* | 4.6 | -0.9 | -34.1 | 18.2 | -3.7 | 90.0 | -1.7
